ERa SRC1 inh – blocks coactivator binding to human estrogen receptor alpha | P03372 | TR-FRET ER-alpha LBD / SRC-1 peptide, estradiol-bound | inhibition, % at 25.6 µM | hit rate 1.7% among 86,000 | AID 629; in the data active means inhibition above about 50%;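 further: 0% = receptor plus peptide control and 100% = peptide only without receptor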
Fibroblast inh – blocks proliferation of human lung fibroblasts | hit rate 1.1% among 85,000 | LL 47 human lung fibroblast viability, ATP luminescence; active compounds read low | viability, % at 10 µM | AID 719;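 active means viability at or below 50% in the single dose screen; inactive means viability above 50%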;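 further: compound exposure lasted 72 h before the ATP readout; 100% = median luminescence of untreated cell-only wells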
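Material: human LL 47 lung fibroblast cells; quantity: 1,150 cells/well; medium: IMEM plus 15% FBS; doses: 0.1% DMSO in all compound wells; timing: overnight attachment after seeding, then 72 h compound exposure at 37 °C; detection: CellTiter-Glo luminescence; measure: % viability of median cell-only signal; controls: cell-only wells, no compound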
ERa coact pot – enhances coactivator binding to human estrogen receptor alpha. P03372. TR-FRET ERalpha-LBD/SRC-Cy5 coactivator binding, 2 h; 100 = basal binding, no effect. coactivator binding (% of control), % at 25.6 µM. hit rate 1.3% among 86,000; in the data active means activity above about 200%;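 further: binding measured in presence of low estradiol as agonist stimulus; 0% = peptide alone without receptor and 100% = receptor with peptide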
H69AR growth 86K – blocks growth of human H69AR lung tumor cells; H69AR lung tumor viability, ATP luminescence, 72 h; active compounds read low; hit rate 6% among 85,000; AID 598; viability, % at 10 µM;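 active means viability at or below 40%; inactive means viability above 40%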;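 further: multidrug resistant small cell line overexpressing MRP-1 efflux transporter; 100% = mean luminescence of untreated control wells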
HUVEC inhibit – blocks proliferation of human endothelial cells. HUVEC proliferation, CellTiter-Glo luminescence, 72 h; active compounds read low. viability, % at 10 µM (by protocol). hit rate 1.1% among 86,000;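 active means viability at or below 30%; inactive means viability above 30%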;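 further: 100% = median luminescence of DMSO-only cell control wells on each plate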
Mac1 fbg inh – CD11b/CD18-fibrinogen binding inhibition | hit rate 0.54% among 93,000 | inhibition, % at 10 µM | P05107+P11215 | K562 CD11b/CD18 adhesion to fibrinogen, ATPlite luminescence; Mn2+ added to activate the integrin | AID 1497;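 active means primary inhibition of 50% or more at 10 µM, then 40% or more on retest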; further: some results filed as inactive read as strong as hits
Target sequence (P05107 whole entry, looked up, other chains not shown): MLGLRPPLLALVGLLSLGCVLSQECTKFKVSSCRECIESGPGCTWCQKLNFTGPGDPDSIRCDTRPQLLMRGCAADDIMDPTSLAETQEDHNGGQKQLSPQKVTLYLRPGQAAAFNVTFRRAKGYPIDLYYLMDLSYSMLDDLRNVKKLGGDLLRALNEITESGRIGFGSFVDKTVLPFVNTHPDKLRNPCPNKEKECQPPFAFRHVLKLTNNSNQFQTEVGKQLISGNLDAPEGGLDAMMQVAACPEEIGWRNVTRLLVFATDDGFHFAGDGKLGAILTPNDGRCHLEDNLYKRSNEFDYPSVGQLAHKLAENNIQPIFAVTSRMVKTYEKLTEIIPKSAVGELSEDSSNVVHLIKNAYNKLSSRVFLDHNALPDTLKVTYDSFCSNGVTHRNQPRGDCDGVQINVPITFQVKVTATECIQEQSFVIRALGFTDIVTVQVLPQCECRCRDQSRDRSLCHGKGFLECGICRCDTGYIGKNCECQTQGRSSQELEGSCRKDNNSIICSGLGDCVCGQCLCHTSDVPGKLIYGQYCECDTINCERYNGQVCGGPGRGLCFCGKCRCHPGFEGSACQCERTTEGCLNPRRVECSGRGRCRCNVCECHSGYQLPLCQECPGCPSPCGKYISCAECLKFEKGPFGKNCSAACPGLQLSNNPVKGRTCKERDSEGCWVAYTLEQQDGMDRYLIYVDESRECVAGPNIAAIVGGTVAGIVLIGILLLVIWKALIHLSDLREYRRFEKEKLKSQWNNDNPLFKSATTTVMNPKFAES
CYP2C19 inh – blocks human cytochrome P450 2C19; P33261; CYP2C19 Supersomes, luciferin-H EGE luminescence, 30 min; inhibition, % at 5 µM; hit rate 21% among 96,000; AID 778;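 active means CYP2C19 inhibition above a set limit at 5 µM in the primary screen, cut at about 50% in these data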;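 further: plate controls were negative control wells for no effect and 2.5 mM tranylcypromine positive control for full effect; values of inactives mirror those of a sister screen read the other way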
CYP2C19 activ – increases human CYP2C19 enzyme activity; P33261; recombinant CYP2C19, luciferin-H EGE luminescence; active compounds read high; 0 = fully inhibited enzyme, 1 = untreated enzyme; activation factor at 5 µM; 96,000 tested, under 10 active; AID 1025;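 active means activation factor of at least 2 at 5 µM in the primary screen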;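 further: 0 = wells with 2.5 mM tranylcypromine and 1 = vehicle-only wells; values of inactives mirror those of a sister screen read the other way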
Mac1 fbg enh – increases human CD11b/CD18 adhesion to fibrinogen; activation, % at 10 µM; hit rate 0.07% among 93,000; P05107+P11215; K562 CD11b/CD18 adhesion to fibrinogen, ATPlite luminescence;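 active means 10 µM primary screen giving 50% or more activity, confirmed by 40% or more on retest at that dose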; further: strong numbers were not always called active
Active calls of the source: *; / = no result given; [ ] = another dose, or the depositor's remark.

1: COc1cccc(Nc2nc(-c3ccc(O)cc3)cs2)c1
2: CCCNC(=O)NCc1ccc(N2CCCC2=O)cc1
3: Cn1c(=O)[nH]c(=O)c2c1nc(CN1CCN(c3ccc(F)cc3)CC1)n2CCc1ccccc1
4: Cc1nn(-c2ccccc2)c2sc(C(=O)N(CC(=O)NC(C)(C)C)Cc3ccco3)cc12
5: COc1cc(C2=NOC(C(=O)NCc3ccco3)C2)cc(OC)c1OC (stereo not drawn)
6: CCCCOC(=O)CSc1nnc(N)s1
Compound	1	2	3	4	5	6
ERa SRC1 inh	12	3	-21[fluorescence artefact?]	10	-10	11[fluorescence artefact?]
Fibroblast inh	96	99	87	93	62	94
ERa coact pot	81	120	399*[fluorescence artefact?]	90	107	110
H69AR growth 86K	66	93	77	50	25*	105
HUVEC inhibit	66	98	80	82	59	89
Mac1 fbg inh	4	9	/	8	/	-6
CYP2C19 inh	49	4	/	25	11	52*
CYP2C19 activ	0.5	1	/	0.8	0.9	0.5
Mac1 fbg enh	1	0	/	1	/	-4

Overlap with the part before: 3 entries, followed by the next part.
4: Cc1nn(-c2ccccc2)c2sc(C(=O)N(CC(=O)NC(C)(C)C)Cc3ccco3)cc12
5: COc1cc(C2=NOC(C(=O)NCc3ccco3)C2)cc(OC)c1OC (stereo not drawn)
6: CCCCOC(=O)CSc1nnc(N)s1
7: Cc1ccc(S(=O)(=O)c2c(C)nn(C(C)(C)C)c2OC(=O)c2cccs2)cc1
8: Cc1ccc(C(=O)NC(=S)N2CC(C)OC(C)C2)cc1[N+](=O)[O-] (stereo not drawn)
9: COc1cc(NC(=O)COc2ccc(-n3cnnn3)cc2)c(OC)cc1Cl
10: Cc1ccc2nc(N3CCN(C(=O)c4cccs4)CC3)c(C#N)cc2c1
11: COC(=O)c1cccc(N(C(=O)CNC(=O)c2ccco2)C(C(=O)NC2CCCC2)c2ccco2)c1 (stereo not drawn)
12: COc1ccc(OC)c(S(=O)(=O)Nc2cc(OC)c(Cl)cc2OC)c1
Compound	4	5	6	7	8	9	10	11	12
ERa SRC1 inh	10	-10	11[fluorescence artefact?]	-23	/	77*	10[fluorescence artefact?]	-2	-6[fluorescence artefact?]
Fibroblast inh	93	62	94	101	/	104	95	95	102
ERa coact pot	90	107	110	100	/	44	179[fluorescence artefact?]	104	94
H69AR growth 86K	50	25*	105	110	/	43	63	86	88
HUVEC inhibit	82	59	89	12*	/	104	89	104	96
Mac1 fbg inh	8	/	-6	/	-20	-7	18	2	-10
CYP2C19 inh	25	11	52*	94*	0	14	30	25	57*
CYP2C19 activ	0.8	0.9	0.5	0.1	1	0.9	0.7	0.7	0.4
Mac1 fbg enh	1	/	-4	/	-5	78	0	-5	-2

13: COCCCNC(=O)CN(Cc1ccc(Cl)cc1)S(C)(=O)=O
14: COc1ccccc1NC(=O)CC(NCc1ccccc1)C(=O)O (stereo not drawn)
15: Cc1ccc(S(=O)(=O)N2CCCN(S(=O)(=O)c3ccc(C)c(C)c3)CC2)cc1C
16: Cc1ccc(NCc2cccnc2)cc1
17: CCN1C(=O)S/C(=C\c2ccc(N3CCOCC3)cc2C)C1=O
18: COc1cccc(C2=NOC(C(=O)NCc3ccccn3)C2)c1 (stereo not drawn)
Compound	13	14	15	16	17	18
ERa SRC1 inh	-4	3	/	-3	/	1[fluorescence artefact?]
Fibroblast inh	100	98	/	94	/	99
ERa coact pot	120	98	/	105	/	92
H69AR growth 86K	102	110	/	85	/	100
HUVEC inhibit	94	103	/	88	/	103
Mac1 fbg inh	-5	/	11	-11	-3	/
CYP2C19 inh	58*	/	8	54*	1	12
CYP2C19 activ	0.4	/	0.9	0.5	1	0.9
Mac1 fbg enh	7	/	5	-2	-6	/

Of the compounds above, 2 have a tert-butyl group.
4: Cc1nn(-c2ccccc2)c2sc(C(=O)N(CC(=O)NC(C)(C)C)Cc3ccco3)cc12
7: Cc1ccc(S(=O)(=O)c2c(C)nn(C(C)(C)C)c2OC(=O)c2cccs2)cc1
Compound	4	7
ERa SRC1 inh	10	-23
Fibroblast inh	93	101
ERa coact pot	90	100
H69AR growth 86K	50	110
HUVEC inhibit	82	12*
Mac1 fbg inh	8	/
CYP2C19 inh	25	94*
CYP2C19 activ	0.8	0.1
Mac1 fbg enh	1	/

More entries follow.
19: Brc1ccc(CSc2ncn[nH]2)cc1
20: Cc1ccc(S(=O)(=O)N2CCC(C(=O)N[C@@H](C)C(=O)Nc3ccc4c(c3)OCO4)CC2)cc1
21: CC(=O)Nc1nc(CC(=O)c2ccccc2)cs1
22: CN(C)c1ccc(C(=O)c2ccccc2C(=O)O)c(O)c1
23: COc1cc(SC)ccc1C(=O)Nc1ccon1
24: COc1ccccc1C(=O)Nc1ncc2c(n1)CC(c1ccco1)CC2=O (stereo not drawn)
Compound	19	20	21	22	23	24
ERa SRC1 inh	-1	6	-1	-5	0	28
Fibroblast inh	94	85	96	104	109	114
ERa coact pot	98	77[fluorescence artefact?]	129	101	105	93[fluorescence artefact?]
H69AR growth 86K	106	107	90	103	90	87
HUVEC inhibit	95	59	102	97	101	95
Mac1 fbg inh	-9	34	-31	5	/	-2
CYP2C19 inh	42	40	65*	-9	5	56*
CYP2C19 activ	0.6	0.6	0.3	1.1	0.9	0.4
Mac1 fbg enh	7	-1	-3	-5	/	-2

25: O=C(CSc1nnc(CCc2nc3ccccc3[nH]2)n1-c1ccccc1)NCc1ccccc1
26: COc1ccc(-n2nnnc2SCC(=O)N2CCCc3ccccc32)cc1OC
27: COc1ccc(Br)cc1C(=O)O
28: Cc1cc(-n2c(SCC(=O)NCc3cccs3)nc3n[nH]c(C)c3c2=N)ccc1Cl
29: CCNC(=O)c1ccccc1NC(=O)c1cccc(S(=O)(=O)N2CCC(C)CC2)c1
30: COc1ccc(/C=N/c2oc(-c3ccccc3)cc2C#N)cc1OC
Compound	25	26	27	28	29	30
ERa SRC1 inh	4	30	1	23[fluorescence artefact?]	/	/
Fibroblast inh	108	91	97	85	/	/
ERa coact pot	92	99[fluorescence artefact?]	102[fluorescence artefact?]	187	/	/
H69AR growth 86K	83	95	98	24*	/	/
HUVEC inhibit	92	89	95	45	/	/
Mac1 fbg inh	/	/	8	/	6	-6
CYP2C19 inh	/	/	-18	6	59*	54*
CYP2C19 activ	/	/	1.2	0.9	0.4	0.5
Mac1 fbg enh	/	/	-1	/	-2	1

31: COc1ccccc1-c1cc(N)n[nH]1
32: O=C/C(=C\Nc1ccccn1)c1nc2ccccc2o1
33: Cc1sc(NC(=S)NC(=O)c2ccc(C(C)(C)C)cc2)c(C#N)c1C
34: Cc1ccc(S(=O)(=O)NCC(=O)N(CCc2ccccc2)CC(=O)NCc2ccco2)cc1
35: CC1(C)C(=O)Nc2ccccc2N1C(=O)CN1C(=O)c2ccccc2C1=O
36: CN(Cc1ccccc1)C(=O)CCSc1nc(-c2ccc3c(c2)OCO3)cc(C(F)(F)F)n1
Compound	31	32	33	34	35	36
ERa SRC1 inh	-5	14	-8	-3	-2[fluorescence artefact?]	-12
Fibroblast inh	101	101	100	94	95	105
ERa coact pot	112	115	98	107	83	114
H69AR growth 86K	98	70	83	79	103	77
HUVEC inhibit	97	92	85	74	108	95
Mac1 fbg inh	-3	/	2	-5	-7	/
CYP2C19 inh	-7	/	37	72*	-5	/
CYP2C19 activ	1.1	/	0.6	0.3	1.1	/
Mac1 fbg enh	4	/	-5	-1	1	/

37: COc1cccc(OC)c1C(=O)Nc1ccc(S(=O)(=O)Nc2cc(C)nc(C)n2)cc1
38: COc1ccc(CNc2nc3ccccc3n2CCN2CCOCC2)cc1
39: CCN(CC)CCCNC(=O)Cn1cc2c(n1)CCC(C)C2 (stereo not drawn)
40: Cc1ccc(-c2nnc(N(C)C(=O)C3CCCO3)s2)cn1 (stereo not drawn)
41: C#CC[N+]1(CC#Cc2ccc(C#CC[N+]3(CC#C)CCOCC3)cc2)CCOCC1
42: CCOC(=O)N1CCN(C(=O)c2nc3ccccc3s2)CC1
Compound	37	38	39	40	41	42
ERa SRC1 inh	1	-29	21	12	45[fluorescence artefact?]	-7
Fibroblast inh	110	90	97	101	100	102
ERa coact pot	76	96	113	93	81[fluorescence artefact?]	110
H69AR growth 86K	101	65	89	107	90	96
HUVEC inhibit	103	89	94	108	92	98
Mac1 fbg inh	-3	/	-9	-10	/	-26
CYP2C19 inh	-11	/	-9	-4	/	16
CYP2C19 activ	1.1	/	1.1	1	/	0.8
Mac1 fbg enh	-4	/	0	-4	/	6

43: CCc1ccc(NC(=O)Nc2cccs2)cc1
44: Cc1cccc(N2CCCn3c2nc2c3c(=O)n(CC(=O)OCc3ccccc3)c(=O)n2C)c1
45: C=CCSc1nnc(-c2ccccc2NC(C)=O)c(=O)[nH]1
46: Cc1ccc(S(=O)(=O)N2CCN(C(=O)CSc3nnnn3C)C2)cc1
47: Cn1nc(-c2ccc(Cl)cc2)c2cc(C(=O)N3CCN(c4ccccc4)CC3)sc21
48: COc1ccccc1C(c1nnnn1CC1CCCO1)N1CCC(C(N)=O)CC1 (stereo not drawn)
Compound	43	44	45	46	47	48
ERa SRC1 inh	10	10[fluorescence artefact?]	-1	-1	-3	-10
Fibroblast inh	108	109	97	98	94	102
ERa coact pot	89	89	121[fluorescence artefact?]	121[fluorescence artefact?]	117	113
H69AR growth 86K	113	76	99	92	80	100
HUVEC inhibit	98	84	101	104	93	98
Mac1 fbg inh	10	-10	/	-48	3	/
CYP2C19 inh	25	-3	/	-4	38	/
CYP2C19 activ	0.7	1	/	1	0.6	/
Mac1 fbg enh	-2	1	/	5	1	/

49: COc1ccccc1NC(=O)CN1CCN(c2ccccn2)CC1
50: CCCSc1nnc(-c2c[nH]c3ccccc23)n1CC
51: CCOC(=O)c1c(C)[nH]c(C(=O)COC(=O)c2ccc(N3CCCC3=O)cc2)c1C
52: O=C(CNS(=O)(=O)c1ccc(F)cc1)N1CCN(c2ccccc2)CC1
53: CCOc1ccc(-n2c(SCC(=O)NCc3ccco3)nc3c([nH]c4ccccc43)c2=O)cc1
54: Cc1csc(NC(=O)CSc2nnc(CCNC(=O)c3cccs3)n2C)n1
Compound	49	50	51	52	53	54
ERa SRC1 inh	-3	1[fluorescence artefact?]	51*[fluorescence artefact?]	-3	10	2
Fibroblast inh	100	97	100	98	67	98
ERa coact pot	97	116[fluorescence artefact?]	218*[fluorescence artefact?]	110	108	108
H69AR growth 86K	95	100	87	107	41	94
HUVEC inhibit	111	99	103	106	57	100
Mac1 fbg inh	/	-6	5	12	/	/
CYP2C19 inh	/	89*	0	18	/	/
CYP2C19 activ	/	0.1	1	0.8	/	/
Mac1 fbg enh	/	2	15	-2	/	/

55: COC(=O)c1ccccc1NC(=O)CN1CCC(NC(=O)c2ccc(C)cc2)CC1
56: Cc1noc(C)c1CSc1nnc2scc(-c3ccccc3)n12
57: Cn1c(SCC(=O)N2CCCc3ccccc32)nnc1-c1ccccc1
58: O=C(Nc1cc2c(ccc3ccccc32)oc1=O)C1CCCCC1
59: COc1ccc(C(=O)NC2(C(F)(F)F)N=C3SCCN3C2=O)cc1 (stereo not drawn)
60: Cc1ccc2c(c1)NC(=O)C(CC(=O)Nc1ccc(CN3CCC(C)CC3)cc1)O2 (stereo not drawn)
Compound	55	56	57	58	59	60
ERa SRC1 inh	31[fluorescence artefact?]	0	4[fluorescence artefact?]	/	0	2
Fibroblast inh	99	101	117	/	101	99
ERa coact pot	108	118	114	/	110[fluorescence artefact?]	95
H69AR growth 86K	41	80	93	/	89	88
HUVEC inhibit	87	108	101	/	99	104
Mac1 fbg inh	-8	-23	16	1	-19	-13
CYP2C19 inh	88*	10	39	-7	4	3
CYP2C19 activ	0.1	0.9	0.6	1.1	1	1
Mac1 fbg enh	4	-3	-2	38	4	-1

Screens: PubChem BioAssay, several laboratories
